12-LOX inh = inhibitors of human 12S-lipoxygenase ALOX12 | P18054 | Potency, µM (series often up to 108 µM), for inactives: at the top dose activity change, negative = inhibition, usual class: inhibitors | actives 1.1% (n = 580,000) | purified 12hLO, xylenol orange hydroperoxide absorbance; note: potency is the fitted concentration of half-maximal effect; % is set by controls: 0 for no effect and ±100 for the full control effect
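Purified human 12hLO at 150 nM in 25 mM Hepes, 0.01% Triton X-100, pH 7.0, preincubated 15 min at room temperature with compound. Reaction started with 40 uM arachidonic acid, 30 min at room temperature. Hydroperoxide measured by Fe-xylenol orange, 573/405 nm absorbance ratio.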
Vif-APOBEC3F blk = Vif-A3F binding inhibition | HeLa A3F-eYFP + Vif (tagged APOBEC3F with the HIV-1 protein that degrades it), YFP fluorescence increase | Potency, µM (top dose mostly 46.1 µM), for the others: at the highest dose activity, negative = active | actives 0.2% (n = 390,000); note: potency is the fitted concentration of half-maximal effect; % of control where 0% means no effect; nearly all actives have a fitted effect of over 65% in size
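Fluorescence increase (Ex 488/Em 500-530) after overnight compound treatment at 37 deg C flags inhibition of Vif-driven A3F-eYFP loss in stable HeLa A3F-eYFP/Vif cells seeded overnight beforehand.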
Glioma ERSR ind = inducers of ER stress response in human glioma cells. Potency, µM, for inactives: at the highest dose activation, usual class: activators. AID 602332. U87-MG GRP78 promoter luciferase reporter, 16 h. actives 0.02% (n = 420,000); note: potency is the fitted concentration of half-maximal effect; series mostly up to about 76 µM; % of control where 0% means no effect; nearly all actives have a fitted effect of over 35% in size
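Stably transfected U87-MG glioma cells carrying a GRP78-based luciferase sensor; 16 h compound incubation. Luminescence end-point read 10 min after Bright-Glo addition at room temperature.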
LDHA inh = inhibitors of human lactate dehydrogenase A. P00338. purified LDHA, NADH/diaphorase-resazurin fluorescence; hits give low values. activity change, % (values are at about 110 or 230 µM). actives 0.15% (n = 480,000). AID 1347041; in the data active = activity change below about -30%; inconclusive = mostly about -25% to -30%;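 note: plate controls were DMSO wells for no effect and wells without enzyme for full effect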
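Remaining NADH was detected by diaphorase (0.133 mg/mL) converting 37 µM resazurin to fluorescent resorufin, read at 0 and 20 minutes. The preceding 5-minute room-temperature reaction used 2 nM LDHA, 0.2 mM sodium pyruvate and 0.06 mM NADH at pH 7.4.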
D2 agonist = D2 dopamine receptor (human) agonism; P14416; HEK293 T-REx D2 cells, calcium flux agonist mode; activation, % at 2 µM; actives 0.53% (n = 340,000);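 active = activation over 3 SD above normal in the single-dose calcium agonist read, cut at about 30% in these data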; note: 0% is about no effect
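Agonism is scored from calcium flux in a force-coupled, inducible HEK293 cell line expressing D2, read kinetically for 180 s after compound addition against dopamine controls.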
RGS4 inh = blocks human RGS4-accelerated GTP hydrolysis; Transcreener GDP fluorescence polarization, RGS4-accelerated GTP hydrolysis; Potency, µM (titrated, usually from 114 µM), for the others: at the top dose activity change, negative = inhibition, actives largely listed as inhibitors; actives 0.039% (n = 390,000); note: potency is the fitted concentration of half-maximal effect; % is set by controls: 0 for no effect and ±100 for the full control effect; nearly all actives have a fitted effect of over 75% in size; some results filed as inactive show a strong effect at the top dose
Target sequence (P49798 whole entry, looked up): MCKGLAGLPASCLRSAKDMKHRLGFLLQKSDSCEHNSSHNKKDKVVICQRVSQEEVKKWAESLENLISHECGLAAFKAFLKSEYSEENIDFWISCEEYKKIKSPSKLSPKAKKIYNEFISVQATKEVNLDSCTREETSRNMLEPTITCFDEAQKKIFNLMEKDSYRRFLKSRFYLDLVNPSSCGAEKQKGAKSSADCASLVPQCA
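MLSMR compounds (23 nl, pin-transferred) preincubated 10 min at room temperature with a 500nM (2x) first reagent, then RGS4 at 900nM (2x) plus Transcreener GDP mix added; fluorescence polarization (620/688 nm) read before and after 90 min at 30 °C.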
Vif-APOBEC3G blk = Vif-A3G binding inhibition; Q9HC16; HeLa A3G-eYFP + Vif (tagged APOBEC3G with the HIV-1 protein that degrades it), YFP fluorescence, overnight; Potency, µM (doses to about 46.1 µM), without a hit: top-dose activity, negative = active, actives largely listed as inhibitors; actives 0.076% (n = 410,000); AID 602310;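 note: potency is the fitted concentration of half-maximal effect; % is set by controls: 0 for no effect and ±100 for the full control effect; nearly all actives have a fitted effect of over 60% in size; hits raise eYFP signal because A3G escapes Vif-driven loss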
Target sequence (Q9HC16 whole entry, looked up): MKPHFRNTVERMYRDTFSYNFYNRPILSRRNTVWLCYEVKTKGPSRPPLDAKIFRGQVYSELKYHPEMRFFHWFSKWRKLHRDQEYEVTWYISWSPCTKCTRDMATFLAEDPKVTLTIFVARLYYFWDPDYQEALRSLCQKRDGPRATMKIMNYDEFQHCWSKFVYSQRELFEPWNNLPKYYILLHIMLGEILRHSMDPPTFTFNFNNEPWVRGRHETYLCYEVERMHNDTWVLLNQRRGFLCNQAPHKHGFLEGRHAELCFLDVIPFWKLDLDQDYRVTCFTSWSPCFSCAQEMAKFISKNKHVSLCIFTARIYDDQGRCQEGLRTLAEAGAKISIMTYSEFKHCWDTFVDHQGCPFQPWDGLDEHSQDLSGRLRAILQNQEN
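Read-out is eYFP fluorescence (Ex 488/Em 500-530) from Vif-expressing HeLa A3G-eYFP cells; more signal means A3G escaped Vif-mediated degradation. Cells plated overnight, compound pinned in, incubated overnight at 37 deg C.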
ERG-DNA inh = ERG Ets/DNA interaction inhibition; P11308; fluorescence polarization, His-ERG Ets domain / labelled DNA; Potency, µM (titrated, usually from 76.9 µM), for inactives: at the highest dose FP activity, negative = inhibition, most hits filed as inhibitors; actives 0.028% (n = 370,000); AID 624246; active = well fitted inhibition curve with a large enough effect in the polarisation, with a control signal flat; inconclusive = small, poorly fitted or top-dose-only effect, or effect the other way, or a change in a side signal; inactive = no such curve, though single readings can be large or run the other way; the % refers to the polarisation;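 note: polarization taken with two DNA probes labelled with fluorescein and Texas red; potency is the fitted concentration of half-maximal effect; % of control where 0% means no effect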
Target sequence (P11308 whole entry, looked up, the tested form may be a part): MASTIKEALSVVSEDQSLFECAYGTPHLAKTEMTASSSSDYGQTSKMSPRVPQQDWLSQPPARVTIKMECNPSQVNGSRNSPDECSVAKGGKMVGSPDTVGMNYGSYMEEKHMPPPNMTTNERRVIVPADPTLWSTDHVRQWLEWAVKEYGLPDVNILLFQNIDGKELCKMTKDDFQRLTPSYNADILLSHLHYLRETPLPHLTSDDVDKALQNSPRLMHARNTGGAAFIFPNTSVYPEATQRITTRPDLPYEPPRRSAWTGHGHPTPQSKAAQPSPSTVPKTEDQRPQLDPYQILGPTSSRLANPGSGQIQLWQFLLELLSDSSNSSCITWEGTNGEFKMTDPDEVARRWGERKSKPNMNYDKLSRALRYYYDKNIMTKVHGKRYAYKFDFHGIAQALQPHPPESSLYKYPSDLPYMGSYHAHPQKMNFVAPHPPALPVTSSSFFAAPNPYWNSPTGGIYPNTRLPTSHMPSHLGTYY
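His-tagged ERG Ets domain (1 uM in the protein solution; 300mM KCl, 50mM Tris-HCl, 1mM EDTA, 1mM DTT, pH 7.5) received compound, then a probe mix of 5 nM fluorescein-DNA and 100nM Texas-615-DNA. Fluorescence polarization was read for both dyes.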
D2 antagonist = antagonists of human D2 dopamine receptor | HEK293 TREx D2 cells, calcium flux, dopamine EC80 | inhibition, % at 10 µM | actives 2% (n = 340,000); in the data active = inhibition above about 30%; note: 0% is about no effect
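Calcium flux kinetic readout in an inducible HEK293 TREx D2 line plated overnight at 30 C. After 180 s compound exposure, an EC80 dopamine challenge follows with another 180 s kinetic read to detect antagonism.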
Active calls of the source: *; ? = inconclusive; / = no result given; & = joins results of further samples; [ ] = dose if it differs, or a comment. Unless noted, calls come from the whole dose curve; as a rule, active = well fitted curve in the direction sought with a large enough effect; inconclusive = small, poorly fitted or top-dose-only effect, or another doubt; inactive = no such curve, though single readings can be large; an effect the other way counts as inactive or inconclusive.

SMILES	12-LOX inh	Vif-APOBEC3F blk	Glioma ERSR ind	LDHA inh	D2 agonist	RGS4 inh	Vif-APOBEC3G blk	ERG-DNA inh	D2 antagonist
N#Cc1c(-c2ccccc2)cc(-c2cccs2)nc1SCC(=O)O	?	5%	9%	-7	0.7	-10%	-7%	18%	13
Cc1ccc(/C(O)=C2\C(=O)C(=O)N(c3cc(C)on3)C2c2cccc(Br)c2)cc1 (centres undefined)	?	9%	-3%	-10	-0.6	13%	-2%	-3%	4
CCCSc1ccc([C@@H]2[C@@H]3C(=O)N(CC)C(=O)[C@@H]3[C@]3(C(=O)OC)CCCCN23)cc1OC	-36%	-5%	-3%	2	/	10%	-4%	4%	/
NS(=O)(=O)c1ccc(NC(=O)COC(=O)CN2C(=O)C3CC=CCC3C2=O)cc1 (centres undefined)	5%	4%	-4%	-4	-0.1	-14%	0%	-10%	-6
CCCCNC(=O)CCSc1nc(-c2ccc3c(c2)OCO3)cc(C(F)(F)F)n1	-2%	4%	-3%	-2	-1.0	-1%	0%	3%	/
Cc1cccn2c(=O)c(C(=O)NC(C)c3ccccc3)c(O)nc12 (centres undefined)	?	-18%	-4%	12	-0.4	15%	2%	-2%	/
COc1ccc(S(=O)(=O)N2CCOC2CNC(=O)C(=O)NCc2ccc3c(c2)OCO3)cc1 (centres undefined)	226%[activator]	4%	0%	-6	/	12%	2%	2%	/
O=C(NCCc1nc2ccccc2[nH]1)/C(=C/c1ccc2c(c1)OCO2)NC(=O)c1ccc(Cl)cc1Cl	-17%	3%	-2%	-5	-1.4	?	-3%	-10%	-7
CC(Sc1nc(N2CCOCC2)c2c(c1C#N)CC(C)(C)OC2)C(=O)Nc1ccccc1 (centres undefined)	-17%	-1%	1%	-9	0.1	6%	0%	-1%	-11
COCCCNC(=O)C[C@H]1C[C@H](C(=O)N2CCOCC2)[C@@]2(CCC3CCCC3)c3[nH]c4cc(-c5ccco5)ccc4c3CCN2C1=O	?	-14%	0%	-11	/	?	3%	-4%	/
Cn1c2c(c(=O)n(C)c1=O)C(c1ccccc1Cl)C(C#N)=C(N)O2 (centres undefined)	0%	3%	-2%	-2	0.2	-47%	0%	3%	0
COc1ccc(NC(=O)c2nc(-c3ccc(C)cc3)n3c2CCCCC3)cc1	-10%	2%	2%	1	0.0	-35%	7%	2%	/
CC(C)(O)CCCC(C)(O)c1ccc(C(=O)O)cc1O (centres undefined)	-2%	5%	-1%	1	0.3	-4%	-2%	-6%	24
CCCCn1c(N)c(N(CCOC)C(=O)c2cc(-c3ccc(OC)c(OC)c3)nc3ccccc23)c(=O)[nH]c1=O	16µM*	1%	-5%	-11	-0.6	-8%	1%	2%	-7
CC(C)CCn1c(=O)c2cccnc2n(CC(=O)Nc2ccccc2F)c1=O	-8%	-15%	-2%	-7	-0.1	0%	2%	-2%	/
CC(C)c1nc(NCC2CCCO2)c(C#N)c2c1COC(C)(C)C2 (centres undefined)	0%[57.4 µM]	-11%	-1%	-2	0.9	4%	-2%	5%	10
CC(OC(=O)C1=COCCO1)C(=O)NC1CCCC(C)C1C (centres undefined)	-8%	1%	-5%	0	/	/	-1%	/	/
COc1cccc(CNc2ccc([N+](=O)[O-])cc2Cl)c1O	?	1%	-6%	1	-0.8	-33%	-2%	9%	1
CCCCN1CC(=O)N2[C@H]3c4cc(Cl)ccc4OC[C@@H]3[C@H](C(=O)OCC)[C@]2(C)C1=O	8%	9%	2%	0	-0.6	4%	0%	-2%	-7
COc1cccc(-n2c(SCc3ccccn3)nc3c(c2=O)SCC3)c1	-2%	-16%	1%	-5	-0.8	9%	0%	-11%	6
Cn1c(Cl)cnc1C(O)(c1ccccc1)c1ccccc1	103%[activator]	8%	-5%	1	-0.3	15%	-2%	8%	2
CN(C(=O)c1ccc(C#N)cc1)c1nnc(-c2cnccn2)s1	11%	9%	-3%	-2	1.4	2%	-3%	-2%	4
CC(C)(C)c1ccc(C(=O)C2CC2)cc1	8%	-9%	-3%	-4	/	/	-8%	/	/
CCC(=O)N1c2ccccc2C(N(C(=O)CC)c2ccccc2)CC1C (centres undefined)	?	0%	-5%	-5	-1.7	8%	4%	6%	-3
NS(=O)(=O)c1ccc(CNC(=O)CSc2ccccc2)cc1	-14%	2%	-6%	-13	2.0	-49%	0%	-3%	1

12-LOX inh: entries above that show a hit
canonical_smiles,12-LOX inh,Glioma ERSR ind,LDHA inh,RGS4 inh,Vif-APOBEC3G blk,ERG-DNA inh,D2 antagonist
CCCCn1c(N)c(N(CCOC)C(=O)c2cc(-c3ccc(OC)c(OC)c3)nc3ccccc23)c(=O)[nH]c1=O,16µM*,-5%,-11,-8%,1%,2%,-7

Following part:
SMILES	12-LOX inh	Vif-APOBEC3F blk	Glioma ERSR ind	LDHA inh	D2 agonist	RGS4 inh	Vif-APOBEC3G blk	ERG-DNA inh	D2 antagonist
O=c1[nH]c(COc2ccc(Cl)cc2Br)nc2ccccc12	-1%	-5%	3%	-2	-0.5	-29%	-10%	11%	6
CC1CCN(C(=O)Cn2cc(SCc3ccccc3)c3ccccc32)CC1	-7%	-2%	-1%	7	0.1	-19%	-4%	-5%	/
Cc1ccc2nc(N/C(=N/S(=O)(=O)c3cccs3)c3ccccc3Cl)sc2c1	?	-16%	-2%	-13	-3.6	-17%	-3%	12%	1
CCCOc1cc(NCc2ccccc2)c2ncn(C(C)C)c2c1	?	-2%	0%	18	0.9	7%	-10%	-2%	12
O=C(COC(=O)c1cccnc1Cl)c1ccc(F)cc1	-5%	2%	2%	-5	-0.2	-15%	3%	-14%	7
COc1ccc(NS(=O)(=O)c2cccc(C(=O)N/N=C/c3c(F)c(F)c(F)c(F)c3F)c2)cc1	-6%	-1%	-9%	-4	/	13%	-19%	19%	/
O=C(OCc1ccccc1)c1ccc(Br)o1	326%[activator]	11%	0%	-3	2.9	15%	3%	8%	-10
O=C(NCC(=O)N(CC1CCCO1)C1(C(=O)NC2CCCCC2)CCCCC1)c1ccccc1 (centres undefined)	-24%	-7%	-4%	-5	0.3	11%	-3%	7%	-7
COc1ccc(C)cc1NC(=O)CSc1nnc(COc2ccc(C)cc2)n1Cc1ccco1	-24%	5%	-6%	-1	0.1	-47%	-5%	2%	8
CCN(CC)C(=O)CN(c1cc2c(cc1OC)oc1ccccc12)S(=O)(=O)c1ccc(C)cc1	0%	2%	-8%	0	/	-3%	-7%	-3%	/
CCN(CC)CC(=O)NC1CCCc2c1cnn2-c1cc(F)cc(F)c1 (centres undefined)	-2%	-5%	2%	-7	/	1%	4%	0%	/
COc1ccc(C(=O)N2CCN(S(=O)(=O)N3CCOCC3)CC2)cc1OC	-8%	-5%	-4%	-1	0.5	-2%	-6%	-2%	6
CC(C)(C)c1cc(OS(C)(=O)=O)ccc1O	?	-11%	-3%	4	0.5	?	-2%	-9%	-7
COc1cc(C=NNC(=O)c2ccccc2-n2cccc2)ccc1O	3%	-13%	-3%	6	/	7%	?	6%	/
CCC(C(=O)c1ccccc1)P(=O)(NN)c1ccccc1 (centres undefined)	181%[activator]	6%	0%	1	0.1	-16%	0%	-30%	27
N#Cc1ccccc1S(=O)(=O)N1CCN(C(=O)CN2CCCC2c2cccs2)CC1 (centres undefined)	-4%	6%	-2%	-3	0.2	-11%	0%	8%	-15
COC(=O)c1cc(-c2cc(OC)ccc2OC)nc2c1c(=O)n(C)c(=O)n2Cc1ccccc1	?	-2%	-3%	-1	0.6	-4%	-3%	4%	30
COc1ccc(-c2cnc3nc[nH]c(=O)c3n2)cc1	0%	-11%	-5%	2	0.1	-5%[11.4 µM]	2%	-10%	-14
O=C(C1COc2ccccc2O1)N(Cc1cccnc1)c1nc2c(F)cc(F)cc2s1 (centres undefined)	-13%&-25%	-4%	3%	-7&-25	1.1	12%	0%	4%	/
C/C=C/c1cc(OC)c2c(c1)[C@H](C)[C@@H](c1ccc(O)c(OC)c1)O2	-22%	6%	-1%	3	/	9%	0%	5%	/
COc1ccc(C2(O)CCN(CC(=O)Nc3nccs3)CC2)c(OC)c1	0%	-5%	-2%	0	-0.5	-15%	-2%	6%	17
CCC1Nc2ncnc(N3CCN(c4ccccc4)CC3)c2N(Cc2ccc(Cl)cc2)C1=O (centres undefined)	?	-1%	4%	-3	0.4	-3%	-7%	-1%	4
CC(=O)Nc1ccc(OCC(=O)N2CCc3ccccc3C2)cc1	5%	-14%	1%	0	/	-1%	1%	-14%	/
CCOc1ccccc1C(=O)NCC(=O)NCCc1ccc(S(N)(=O)=O)cc1	-16%	15%	-5%	-7	/	-23%	2%	-16%	/
Cc1cccc(N2CCN(C(=O)C3CCN(S(=O)(=O)c4cccc5nsnc45)CC3)CC2C)c1 (centres undefined)	0%	4%	-11%	2	0.4	-2%	0%	-10%	7
CCN(CC)c1ccc(/C=N/Nc2ccccc2)c(O)c1	/	0%	5%	42	0.7	?	-15%	-4%	2
O=C(NC1CCCC1)c1cc2ccccc2o1	1%	2%	0%	-2	-0.7	14%	3%	-4%	10
C/C(=N\NC(=O)c1ccccc1)c1ccc(-n2ccnc2)cc1	7%	1%	4%	-15	0.3	2%	2%	-9%	-13

Complete entries from above. Order of values: 12-LOX inh | Vif-APOBEC3F blk | Glioma ERSR ind | LDHA inh | D2 agonist | RGS4 inh | Vif-APOBEC3G blk | ERG-DNA inh | D2 antagonist
O=C(NC1CCCC1)c1cc2ccccc2o1 is entered as 1% | 2% | 0% | -2 | -0.7 | 14% | 3% | -4% | 10
Cc1ccc2nc(N/C(=N/S(=O)(=O)c3cccs3)c3ccccc3Cl)sc2c1 is entered as ? | -16% | -2% | -13 | -3.6 | -17% | -3% | 12% | 1

Bioassay records (PubChem BioAssay)

A portion of the library; count on the stated rates, not on these rows.
